SKN-1 block: inhibitors of C. elegans SKN-1 | 360,000 tested, 0.49% active | C. elegans VP596 Pgst-4::GFP/RFP ratio, acrylamide-induced, 24 h | AID 624304 | inhibition, % at 21.8 µM;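 active = interference check ratio from 0.5 to 1.5 plus GFP to RFP signal ratio inhibition reaching or exceeding a fixed threshold, cut at about 30% in these data, passing the limit was not always enough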; also: some compounds called inactive have numbers as strong as hits
Scp1 inh: inhibitors of human Scp-1 phosphatase; Q9GZU7; Recombinant Scp1, phosphopeptide, malachite green phosphate absorbance; inhibition, % at 20 µM; 340,000 tested, 0.88% active;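 active = inhibition above about 50% at 20 µM, limit read from the data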;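 also: plate controls were DMSO wells with enzyme for no effect and wells lacking enzyme for full effect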
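System: truncated SCP-1 phosphatase (76-261aa); medium: Tris acetate buffer pH 5.5 with MgCl2 and Tween-20; incubation: 45 min room-temperature reaction, 5 min colour, 30 min stabiliser; compound: single 20 µM dose, 1% DMSO; reagent: Phosphorylated 17-residue peptide substrate; read-out: % inhibition at 20 µM; technique: colorimetric free-phosphate detection, absorbance 630 nm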
CendR NRP1 mod: alters CendR peptide binding to human NRP-1. O14786. FAM-RPARPAR peptide binding to NRP-1, fluorescence polarization. inhibition, % at 25 µM. 360,000 tested, 0.85% active;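 active = inhibition or corrected inhibition above about 18%, plus a signal ratio from 0.5 to 1.5, limit read from the data, passing the limit was not always enough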; also: strong numbers were not always called active
Target sequence (O14786 whole entry, looked up): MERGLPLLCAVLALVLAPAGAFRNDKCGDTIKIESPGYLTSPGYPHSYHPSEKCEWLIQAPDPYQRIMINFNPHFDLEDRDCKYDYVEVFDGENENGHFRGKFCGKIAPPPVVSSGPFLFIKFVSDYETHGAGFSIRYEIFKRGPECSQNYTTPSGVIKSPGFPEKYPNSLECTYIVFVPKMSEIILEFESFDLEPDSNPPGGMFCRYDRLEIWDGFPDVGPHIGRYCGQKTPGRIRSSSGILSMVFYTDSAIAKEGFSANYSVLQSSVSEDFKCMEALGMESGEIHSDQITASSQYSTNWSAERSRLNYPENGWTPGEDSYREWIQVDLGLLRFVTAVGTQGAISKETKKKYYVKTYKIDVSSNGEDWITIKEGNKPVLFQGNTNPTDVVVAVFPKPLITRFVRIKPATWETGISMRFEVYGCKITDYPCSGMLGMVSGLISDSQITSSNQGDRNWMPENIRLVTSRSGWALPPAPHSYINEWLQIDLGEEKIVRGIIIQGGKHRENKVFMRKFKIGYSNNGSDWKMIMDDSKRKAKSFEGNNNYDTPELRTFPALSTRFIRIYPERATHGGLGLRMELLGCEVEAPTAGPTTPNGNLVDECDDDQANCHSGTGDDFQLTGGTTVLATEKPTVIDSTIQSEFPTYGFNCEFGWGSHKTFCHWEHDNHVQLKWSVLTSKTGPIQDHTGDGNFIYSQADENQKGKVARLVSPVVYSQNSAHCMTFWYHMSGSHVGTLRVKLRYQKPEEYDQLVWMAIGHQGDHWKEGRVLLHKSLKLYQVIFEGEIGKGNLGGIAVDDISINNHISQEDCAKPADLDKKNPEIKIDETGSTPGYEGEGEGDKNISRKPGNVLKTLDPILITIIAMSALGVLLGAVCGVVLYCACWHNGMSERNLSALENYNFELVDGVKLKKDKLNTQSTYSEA
NadD block: blocks S. aureus nicotinate mononucleotide adenylyltransferase | purified NadD enzyme, colorimetric absorbance read-out | inhibition, % at 20 µM | 360,000 tested, 0.78% active | AID 602399; in the data active = inhibition above about 26%; also: some compounds past the cut are filed as inactive
LMPTP inh: LMPTP (human) inhibition; P24666; recombinant LMPTP-A, OMFP fluorogenic substrate, fluorescence intensity; inhibition, % at 20 µM; 360,000 tested, 0.22% active;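 active = compounds that cut the enzyme signal by at least half of the control window in the single-dose screen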;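 also: plate controls were DMSO wells with enzyme plus substrate for no effect and substrate without enzyme for full effect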
Target sequence (P24666 whole entry, looked up): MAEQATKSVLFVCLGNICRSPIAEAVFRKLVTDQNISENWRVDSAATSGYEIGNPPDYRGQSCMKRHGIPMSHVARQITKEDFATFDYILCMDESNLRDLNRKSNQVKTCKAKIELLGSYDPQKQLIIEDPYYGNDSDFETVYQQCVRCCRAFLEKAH
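Test system: LMPTP-A, protein tyrosine phosphatase of low molecular weight; Input: 0.625 nM enzyme; Incubation: 50 min dark incubation at room temperature; Signal: endpoint fluorescence intensity from OMFP dephosphorylation; Read-out basis: % inhibition versus control wells.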
SUMO1 PPI mod: modulators of human SUMO1-mediated protein-protein interactions; P63165; SUMO1 binding to a labelled peptide, TR-FRET, 1 h; inhibition, % at 20 µM; 360,000 tested, 0.33% active; AID 602429; in the data active = inhibition above about 37%
STEP inh: inhibitors of human striatal-enriched phosphatase STEP; P54829; recombinant STEP, OMFP fluorogenic substrate, fluorescence; inhibition, % at 20 µM; 360,000 tested, 0.25% active; AID 588621;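 active = inhibition at 20 µM, scaled per plate between control wells, above about 37%, limit read from the data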;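 also: 0% = DMSO with enzyme and substrate and 100% = substrate only without enzyme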
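System: isolated STEP enzyme; schedule: 20 min enzyme reaction at room temperature, protected from light; medium: Bis-Tris buffer pH 6.0, 2.5 mM DTT, 0.005% Tween 20; signal: fluorescence, 480/540 nm; dosing: single compound dose of 20 µM, 1% DMSO final; also added: OMFP substrate, 25 µM final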
Rpn11 block: Rpn11 (human) deubiquitinase inhibition. 360,000 tested, 0.59% active. AID 588493. calls only at 20 µM. human 26S proteasome, Ub4-pepOG fluorescence polarization; 20S core pre-blocked with epoxomicin;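 active = inhibition at 20 µM, scaled to each plate's controls, above about 33%, limit read from the data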
DNMT1 block: blocks human DNA methyltransferase DNMT1; P26358; DNMT1 molecular beacon, Hinp1I cleavage, fluorescence; inhibition (reported as % activation of signal), % at 10 µM; 360,000 tested, 0.83% active; AID 588458; in the data active = inhibition above about 50%
MT1-MMP act inh: blocks activation of human MT1-MMP; P50281; HT1080 RFP-PRO-GFP cells, GFP/RFP ratio fluorescence, overnight; percent of plate control window, DMSO zero; GFP/RFP ratio change, % at 20 µM; 360,000 tested, 0.061% active;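 active = GFP/RFP ratio change of at least 30% with cell ATP level not reduced by more than half and red fluorescence within 50% of control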; also: strong numbers were not always called active
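Assay system: RFP-PRO-GFP reporter HT1080 cells; read-out basis: GFP/RFP fluorescence ratio; benchmarks: DMSO wells and RFP-L50D-GFP cells; doses: 20 µM single dose, 1% DMSO; schedule: overnight cell settling, then overnight compound exposure, 37 °C, 5% CO2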
An asterisk follows results filed as active; i = inactive; · = not tested or not shown. Outcome played no part in choosing rows; overall some 3.9% were active at least once.

SMILES	SKN-1 block	Scp1 inh	CendR NRP1 mod	NadD block	LMPTP inh	SUMO1 PPI mod	STEP inh	Rpn11 block	DNMT1 block	MT1-MMP act inh
COc1ccc(S(=O)(=O)n2nc(OC(=O)c3ccco3)cc2N)cc1	4	-3	3	-3	-0.9	2	1	i	8	5
O=C(O)c1cccc(NC(=O)c2ccc3c(c2)C(=O)N(Cc2ccco2)C3=O)c1	-7	33	-22	0	0.5	4	6	i	18	-2
CC1CCN(C(=O)c2ccc(N(C)S(C)(=O)=O)cc2)CC1	-8	-3	-16	-6	-3.5	0	-5	i	0	3
CCOC(=O)CSc1nnc(-c2ccoc2C)n1-c1ccc(OCC)cc1	8	20	5	6	0.8	-2	-2	i	3	-3
COc1ccc(CC(NC(C)=O)C(=O)NC2CCN(S(=O)(=O)c3ccc(NC(C)=O)cc3)CC2)cc1 (stereo not given)	7	1	2	3	0.5	2	-2	i	-2	1
CCOC(=O)c1c(C)n(C)c2ccc(O)c(CN(C)C)c12	-5	0	4	-8	-0.8	1	-3	i	4	9
CCOn1c(=O)c(-c2ccccc2)[n+]([O-])c2ccccc21	-3	-13	3	-6	-1.0	-29	-2	i	0	2
CCN(CC)c1ccc(NC(=O)c2ccccc2)cc1S(=O)(=O)Nc1ccccc1OC	13	10	1	10	9.2	14	16	i	-18	-3
O=C(COC(=O)c1cccc(Cl)c1)NC(=O)NCc1ccccc1	-6	-5	7	-8	1.1	-3	-2	i	-3	3
CCOc1ccc(NC(=O)c2ccc(NC(=O)CN3C(=O)C(=O)N(CC(C)C)C3=O)cc2)cc1	7	-3	-4	8	2.6	6	-3	i	21	-1
CN1C=CC2=C(C#N)C(N)C(C#N)(C#N)C(c3ccccc3)C2C1 (stereo not given)	9	0	4	-2	0.0	-24	-3	i	-9	-109
COc1cccc(C(=O)Nc2nnc(SCC(=O)Nc3ccc(NC(C)=O)cc3)s2)c1	30	-8	10	-9	0.0	17	0	i	0	-1
O=C(NC(=S)NCc1ccco1)c1ccc(Br)cc1	2	-7	2	-9	1.5	1	2	i	-4	2
CCOC(=O)c1c(NC(=O)CS(=O)(=O)c2cn(CC)c3ccccc23)sc2c1CCCC2	6	-12	-8	-3	2.4	1	2	i	1	1
CC1CCCC(C)N1C(=O)c1cc2ncc(CCCl)cn2n1 (stereo not given)	-8	-7	-11	-4	-2.5	0	2	i	0	0
CCOc1ccc(NC(=O)CN(C)S(=O)(=O)c2cnc[nH]2)cc1	11	-6	7	-9	-0.2	-4	-4	i	-5	-4
COC(=O)C1=C(O)CSC1=Nc1ccccc1	10	-1	-10	3	-1.4	2	0	i	5	-2
Cn1ncc([N+](=O)[O-])c1C(=O)Nc1ccccc1	2	-5	1	3	-1.6	-10	1	i	-1	5
CC1(C)CC(=O)C=C(c2cccc(CO)c2)C1	19	-2	1	2	1.3	12	1	i	6	9
CC(C)Cc1nnc(NC(=O)CCC(=O)NC2CCCCCC2)s1	7	-8	6	-3	-1.2	3	-4	i	1	2
CC(=O)c1ccc(S(=O)(=O)N(CCCO)Cc2cc3cc(C)ccc3[nH]c2=O)cc1	23	6	2	-7	-0.5	1	5	i	8	-4
O=C(CSc1ccc(-c2ccc(-n3cccn3)cc2)nn1)Nc1ccc([N+](=O)[O-])cc1	-19	1	15	-3	1.4	0	0	i	15	1
CNC[C@@H]1OCc2ccccc2-c2ccccc2C(=O)N([C@H](C)CO)C[C@@H]1C	3	·	6	-4	-1.4	1	-1	i	3	0
Cc1cccc(C(=O)Nc2c(C(=O)N(C)C)cnn2-c2ccccc2)c1	21	0	-1	-2	-0.4	3	0	i	0	-4
CCOc1ccc(S(=O)(=O)NCCC(=O)N2CCCCCCC2)cc1	4	-5	6	-5	-0.8	3	4	i	1	-1
Cc1ccc(/C=[N+](\[O-])c2ccccc2C)o1	6	-2	-6	4	0.7	-2	2	i	-3	-2
CCOc1ccccc1NC(=O)c1cccc(N2C(=O)CCC2=O)c1	9	-7	-6	-6	-2.0	0	2	i	-1	2
CCOC(=O)c1ccc(NC(=O)c2nc(SC)ncc2Cl)cc1	3	-4	-2	-8	0.8	-15	-2	i	-2	4
COc1cc(C(=O)NCCC(=O)NC(C)C)cc(OC)c1OC	-8	-5	-2	-1	-0.9	3	-2	i	2	0
Cc1ccc(-c2ccccc2C2=CC(=O)CC(C)(C)C2=O)cc1	-6	·	-5	0	2.7	-17	1	i	0	-1
O=C(CSc1ccc2nnc(-c3ccccn3)n2n1)Nc1ccccc1F	-5	-7	-4	-1	-1.9	9	1	i	-1	0
Cc1cccc(N2CCN(S(=O)(=O)c3ccc4c(c3)CCN4C(=O)CCC(=O)O)CC2C)c1 (stereo not given)	-5	10	-11	7	-1.1	6	24	i	3	4
Cc1ccccc1S(=O)(=O)N1C(c2ccc(Cl)c(Cl)c2)CC=C(C(=O)O)C1c1cccc(Br)c1 (stereo not given)	14	·	-35	·	0.3	16	·	·	·	-2
Cc1cccc2cc3c(N)c(C(=O)N4CCOCC4)sc3nc12	2	0	-14	9	-1.2	-16	1	i	-10	-5
CCN(CC)CCCN1C(=O)c2oc3ccccc3c(=O)c2C1c1cccc(OC)c1OC (stereo not given)	4	-1	-7	2	-0.2	-3	1	i	-5	0
COc1ccc([N+](=O)[O-])cc1NC(=O)C(C)OC(=O)C1CCCC1 (stereo not given)	-3	1	-3	-5	-0.8	-25	1	i	1	-1
COCCNC(=O)c1c[nH]c2ccc(S(=O)(=O)Nc3ccccc3F)cc2c1=O	7	18	-4	-6	-1.1	12	10	i	7	0
COc1ccccc1C(=O)Nc1ccc(S(=O)(=O)Nc2cc(C)nc(C)n2)cc1	1	-6	0	4	-0.3	5	1	i	0	8
O=C1CC(N2CCOCC2)C(=O)N1c1ccc(Cl)cc1 (stereo not given)	-1	-9	6	2	-1.3	26	-1	i	0	-1
Cc1cccc(N(C(=O)c2ccc(Cl)cc2)C2CS(=O)(=O)CC2OC(=O)c2ccc(Cl)cc2)c1 (stereo not given)	7	-5	10	8	1.0	-2	2	i	5	-6

Of the compounds above, these contain a furan ring, fused or not:
SMILES	SKN-1 block	Scp1 inh	CendR NRP1 mod	NadD block	LMPTP inh	SUMO1 PPI mod	STEP inh	Rpn11 block	DNMT1 block	MT1-MMP act inh
COc1ccc(S(=O)(=O)n2nc(OC(=O)c3ccco3)cc2N)cc1	4	-3	3	-3	-0.9	2	1	i	8	5
O=C(O)c1cccc(NC(=O)c2ccc3c(c2)C(=O)N(Cc2ccco2)C3=O)c1	-7	33	-22	0	0.5	4	6	i	18	-2
CCOC(=O)CSc1nnc(-c2ccoc2C)n1-c1ccc(OCC)cc1	8	20	5	6	0.8	-2	-2	i	3	-3
O=C(NC(=S)NCc1ccco1)c1ccc(Br)cc1	2	-7	2	-9	1.5	1	2	i	-4	2
Cc1ccc(/C=[N+](\[O-])c2ccccc2C)o1	6	-2	-6	4	0.7	-2	2	i	-3	-2

Other results.
SMILES	SKN-1 block	Scp1 inh	CendR NRP1 mod	NadD block	LMPTP inh	SUMO1 PPI mod	STEP inh	Rpn11 block	DNMT1 block	MT1-MMP act inh
CCCC(NC(=O)C(C)NC(=O)CO/N=C1\C=C2CCC3C4CCC(C(C)=O)[C@@]4(C)CCC3[C@@]2(C)CC1)C(=O)O (stereo not given in full)	3	-10	0	3	-0.7	1	3	i	0	4
O=S(=O)(NC1CCCCC1N1CCC(O)CC1)c1ccc(Cl)cc1 (stereo not given)	7	-10	-92	-7	-0.5	0	0	i	0	-21
Cc1ccc(C=Nc2ccccc2C(N)=O)s1	3	-5	10	-3	-0.8	-2	-3	i	4	0
COc1ccc(NC(=O)c2cc(C3CCCCN3C(=O)OCCF)on2)c(C)c1 (stereo not given)	18	·	4	4	0.5	3	2	i	-2	-2
COc1cc(/C=N/Nc2ccc(C(F)(F)F)cn2)ccc1O	-7	-13	9	-2	0.9	-4	0	i	4	-2
Cc1ccc(C)c(S(=O)(=O)N2CCCN(C)CC2)c1	7	1	10	3	-0.2	4	-1	i	5	-4
O=C(CN1CCCCCC1)NC(c1ccccc1)c1ccccc1	-4	0	-4	-5	-1.8	-5	1	i	-1	1
CCN(CC(=O)Nc1c(F)cccc1F)C(=O)CSc1nnc(-c2ccco2)n1CC	-3	-2	8	-5	-1.2	3	-2	i	2	-3
Cc1ccc2cccnc2c1NC(=S)NC(=O)c1ccccc1	20	0	-5	10	1.0	2	4	i	-19	-3
Cc1cnc(C)c(Nc2nc(C(N)Cc3ccc(Cl)cc3)cs2)n1 (stereo not given)	10	·	-13	14	-0.8	-31	1	i	-14	-3
CC(=O)NC(C)(c1ccccc1)c1nc(-c2ccncc2)cs1 (stereo not given)	10	·	-7	-5	-1.2	0	3	i	5	0
O=C(C1CCCCC1)N1C[C@@H](O)[C@H](n2cc(-c3ccc(F)cc3)nn2)C[C@@H]1c1ccccc1	3	·	2	2	-1.1	4	2	i	-6	3
COc1cccc(Nc2nc(C(N)c3ccccc3Cl)cs2)n1 (stereo not given)	-3	·	-10	-1	-0.6	2	2	i	-9	-7
COc1cc(OC)nc(NC(C)=O)n1	11	-4	-8	-7	-2.8	-3	-1	i	-1	4
Cc1cccc(N(C)S(=O)(=O)c2ccc3c(c2)C(C)(C)C(=O)N3C)c1	-1	22	-3	0	2.9	6	4	i	25	1
Cc1ccc(C)c(NC(=S)N/N=C/C(C)c2ccccc2)c1 (stereo not given)	0	1	-2	1	-0.1	1	1	i	-1	-3
CC1=C(C)CC(C(=O)NNC(=O)c2ccccc2)C(C(=O)O)C1 (stereo not given)	-9	-2	7	0	-2.3	0	-3	i	3	1
O=C(CCOc1ccccc1)Nc1ccc(S(=O)(=O)Nc2ncccn2)cc1	-8	-3	10	3	-1.1	0	0	i	4	-2
CCOC(=O)C1CCCN(C(=O)/C=C/c2cc(OC)c(OC)c(OC)c2)C1 (stereo not given)	4	-3	15	-1	-0.2	-4	-2	i	3	4
COCCC(=O)N1CCC(Oc2ccc(C(=O)NC(C)CCn3cccn3)cc2)CC1 (stereo not given)	16	-13	20	-5	0.7	-2	1	i	0	-9
O=C(c1ccc(-c2ccc([N+](=O)[O-])cc2)o1)N1CCCCC1	15	-6	0	2	0.9	-22	-2	i	-15	5
O=C(NNC(=O)c1csc(N2CCOCC2)n1)c1ccc(Cl)nc1	-16	-10	0	-4	0.4	1	-3	i	-1	4
CC(=O)N1CCN(C(=O)c2[nH]c(C(F)(F)F)nc2-c2ccccc2)CC1	5	·	2	-2	-1.0	-1	0	i	7	2

Assay outcomes (PubChem)
